EP2 antag – blocks the human prostaglandin E2 receptor EP2 | P43116 | C6 glioma cells expressing human EP2, cAMP TR-FRET; cells stimulated with saturating PGE2 | inhibition, % at 25 µM | 260,000 compounds, 0.52% hits;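 active = percent inhibition above 40 after rounding to a whole number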;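 note: rat C6 glioma host cells with rolipram phosphodiesterase inhibitor present; the protocol text gives 20 µM as final concentration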
Target sequence (P43116 whole entry, looked up): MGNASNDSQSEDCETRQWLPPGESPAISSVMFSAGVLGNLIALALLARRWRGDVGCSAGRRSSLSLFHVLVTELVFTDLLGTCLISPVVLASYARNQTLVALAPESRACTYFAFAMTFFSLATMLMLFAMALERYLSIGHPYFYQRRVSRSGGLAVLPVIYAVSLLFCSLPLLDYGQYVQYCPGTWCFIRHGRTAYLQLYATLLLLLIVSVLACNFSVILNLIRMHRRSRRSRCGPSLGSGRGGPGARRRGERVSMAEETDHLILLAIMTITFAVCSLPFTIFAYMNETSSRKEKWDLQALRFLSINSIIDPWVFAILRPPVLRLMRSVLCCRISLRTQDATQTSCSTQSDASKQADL
Hck Nef HTS – blocks Nef-activated human Hck kinase; P08631; Recombinant Hck-YEEI plus Nef, Z-Lyte FRET kinase assay; inhibition, % at 20 µM; 220,000 compounds, 0.68% hits; AID 463187;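 active = Hck-Nef kinase inhibition above about 50%, limit read from the data; inactive = inhibition below that limit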;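 note: 0% = DMSO with Hck plus Nef and 100% = Hck alone without Nef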
Target sequence (P08631 whole entry, looked up): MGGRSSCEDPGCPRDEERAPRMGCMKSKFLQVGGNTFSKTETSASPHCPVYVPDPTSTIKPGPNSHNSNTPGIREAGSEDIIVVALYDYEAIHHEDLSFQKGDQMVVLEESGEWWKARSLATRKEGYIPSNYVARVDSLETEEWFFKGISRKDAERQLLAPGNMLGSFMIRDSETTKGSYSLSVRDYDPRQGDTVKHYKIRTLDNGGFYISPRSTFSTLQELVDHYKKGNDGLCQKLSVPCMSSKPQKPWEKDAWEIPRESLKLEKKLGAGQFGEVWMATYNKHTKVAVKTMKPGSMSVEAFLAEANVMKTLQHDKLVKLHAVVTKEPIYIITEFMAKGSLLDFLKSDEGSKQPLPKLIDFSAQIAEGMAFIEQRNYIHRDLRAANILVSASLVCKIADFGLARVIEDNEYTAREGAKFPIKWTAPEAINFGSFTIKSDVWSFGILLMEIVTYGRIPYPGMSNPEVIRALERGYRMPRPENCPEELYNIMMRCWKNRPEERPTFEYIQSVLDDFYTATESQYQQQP
Runt-CBFb FRET – inhibitors of human RUNX1 Runt domain binding to CBFb | inhibition, % at 20 µM | AID 1496 | 220,000 compounds, 0.46% hits | Cerulean-Runt/Venus-CBFb FRET ratio 530/480, 1 h;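 active = inhibition over about 50% at 20 µM in the single-dose screen, limit read from the data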;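 note: 0% = DMSO wells and 100% = excess unlabeled CBFb competitor control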
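Assay system: Cerulean-Runt domain fusion protein, energy donor; Signal: fluorescence energy transfer, 422 nm excitation, 530/480 nm emission; Timing: 1 h compound exposure, room temperature; Control set: unlabeled CBFb; Medium: Tris buffer pH 7.5 with salts and BSA; Compound: single test concentration of 20 µM, 1% DMSO final; Probe or stimulus: Venus-CBFb 100 nM.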
Runt-SMMHC FRET – inhibitors of human RUNX1 Runt domain binding to CBFb-SMMHC; Q01196+Q13951; Cerulean-Runt/Venus-CBFb-SMMHC FRET ratio 530/480, 1 h; inhibition, % at 20 µM; 220,000 compounds, 0.74% hits; AID 1434;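 active = mean inhibition across duplicate retests at 20 µM reaching about 50%, limit read from the data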;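 note: 0% = DMSO wells and 100% = wells with excess untagged CBFb-SMMHC; inhibitors lower the FRET ratio by blocking Runt binding to CBFb-SMMHC; some results filed as inactive read as strong as hits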
EP2 mod – EP2 receptor (human) modulation; EP2-expressing cells, cAMP HTRF FRET, PGE2 co-stimulation; induction, % at 25 µM; 260,000 compounds, 0.83% hits;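 active = compounds whose cAMP rise, as percent of the full-agonist control response, exceeds 60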;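 note: rat C6 glioma line stably carrying human EP2 under a CMV promoter; the protocol text gives 20 µM as final concentration; 100% = response of wells given 1 µM PGE2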
RBBP9 inh – blocks human serine hydrolase RBBP9; AID 1515; O75884; inhibition, % at 7.94 µM; recombinant RBBP9, FP-Rh probe fluorescence polarization; 220,000 compounds, 0.2% hits;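 active = inhibition above the campaign mean of all tested compounds plus 3 SD, cut at about 14% in these data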;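 note: plate controls were DMSO wells with RBBP9 for no effect and wells lacking RBBP9 protein for full effect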
Target sequence (O75884 whole entry, looked up): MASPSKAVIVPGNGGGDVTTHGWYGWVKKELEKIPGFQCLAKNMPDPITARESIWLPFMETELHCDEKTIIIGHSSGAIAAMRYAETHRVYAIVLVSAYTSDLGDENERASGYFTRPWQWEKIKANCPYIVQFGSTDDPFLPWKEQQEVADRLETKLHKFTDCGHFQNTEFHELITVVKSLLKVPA
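System: RBBP9 protein | Quantity: 2.5 µM RBBP9 dispensing solution, before mixing | Reagent: FP-Rh probe, 375 nM dispensing solution | Timing: Enzyme-compound preincubation 30 min, then probe labeling 45 min, 25 °C | Measured by: Fluorescence polarization | Read-out: % inhibition | Replication: One well per compound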
PERK inh – inhibitors of human PERK kinase; inhibition, % at 5.6 µM; Q9NZJ5; CHO PERK-DD fusion, SEAP luminescence translation reporter; 220,000 compounds, 0.17% hits;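 active = inhibition above the mean inhibition of all tested compounds plus 3 SD, set separately per screening campaign, cut at about 2.9% in these data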;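 note: PERK kinase domain activated by AP20187 dimerizer at 100 nM; 0% = DMSO with dimerizer and 100% = rapamycin at 8.4 µM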
L929 necroptosis – blocks zVAD induced death of L929 cells. 220,000 compounds, 0.38% hits. AID 1377. L929 zVAD necroptosis rescue, ATP luminescence, 24 h; with zVAD 60 µM. viability rescue, % at 10 µM;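 active = activation, scaled between plate controls, above about 75%, limit read from the data; inactive = activation under that limit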;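 note: 0% = zVAD with DMSO and 100% = DMSO alone without zVAD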
TNF necrop inh – TNF-alpha cell death inhibition in Jurkat FADD-/- cells; activation (protection from cell death), % at 10 µM; Jurkat FADD-/- TNF necroptosis rescue, ATP luminescence, 24 h; 0 = TNF only, 100 = no-TNF cells; 220,000 compounds, 0.068% hits; AID 463075;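 active = activation, meaning protection from cell death, of at least 50% relative to plate controls; inactive = activation below 50%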;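 note: necroptosis triggered by 40 ng/mL TNF-alpha added together with compound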
* marks the source's active call; other numbers are inactive results; . = no result given.

SMILES	EP2 antag	Hck Nef HTS	Runt-CBFb FRET	Runt-SMMHC FRET	EP2 mod	RBBP9 inh	PERK inh	L929 necroptosis	TNF necrop inh
Cc1cccc2c1-c1sc(C(=O)Nc3ccccc3N3CCN(C)CC3)cc1CO2	9.4	26.3	-4.5	1.4	7.2	-7.5	0.2	1.9	2.9
Cc1ccc(N2CCN(C(=S)Nc3ccccc3)CC2)cc1	2.4	28.1	2.0	-6.1	-75.1	-6.9	0.7	-0.5	0.1
CCC(=O)Nc1cccc2cccnc12	7.0	0.1	1.1	-3.8	15.1	3.9	1.4	2.3	0.3
CCn1c(SCC(=O)N2CCC(C(N)=O)(N3CCCCC3)CC2)nc2ccccc2c1=O	.	7.4	.	.	.	-6.1	0.5	0.0	-0.2
Cc1[nH]n(-c2ccccc2)c(=O)c1C=NCC1CCCO1 (stereo not given)	6.4	11.0	-0.6	0.6	13.2	-0.7	0.1	1.8	-0.3
COc1ccc(OCCC(=O)N2CCOCC2)cc1	11.1	-13.0	0.3	-2.2	45.5	-0.1	0.4	3.0	-0.6
COc1c(F)c(F)c(C(=O)Nc2ccc(NC(=O)Cc3ccccc3)cc2)c(F)c1F	4.7	-8.9	-1.1	-1.9	3.9	-8.5	0.4	7.3	2.2
Cc1nn(Cc2ccccc2)c(C)c1/C=N/NC(=O)c1cccnc1	5.3	1.7	-2.0	1.6	-2.9	-2.4	0.7	-0.1	5.4
COc1ccccc1NC(=O)Nc1ccc(CC#N)cc1	18.2	25.1	-1.7	1.0	-33.0	-8.0	-0.8	2.6	1.7
O=C1C(c2cc(=O)c3ccccc3[nH]2)=C(O)c2ccccc21	10.2	31.5	-3.3	-5.1	-17.9	3.5	-0.8	3.2	-1.3

Reprinted at random: two compounds from above, in no set order.
SMILES	EP2 antag	Hck Nef HTS	Runt-CBFb FRET	Runt-SMMHC FRET	EP2 mod	RBBP9 inh	PERK inh	L929 necroptosis	TNF necrop inh
COc1ccccc1NC(=O)Nc1ccc(CC#N)cc1	18.2	25.1	-1.7	1.0	-33.0	-8.0	-0.8	2.6	1.7
O=C1C(c2cc(=O)c3ccccc3[nH]2)=C(O)c2ccccc21	10.2	31.5	-3.3	-5.1	-17.9	3.5	-0.8	3.2	-1.3

(list continues)
SMILES	EP2 antag	Hck Nef HTS	Runt-CBFb FRET	Runt-SMMHC FRET	EP2 mod	RBBP9 inh	PERK inh	L929 necroptosis	TNF necrop inh
O=C(c1cc2c(=O)n3ccccc3nc2s1)N1CCN(Cc2ccc3c(c2)OCO3)CC1	5.9	32.2	25.8	33.2	6.8	-5.0	0.0	-0.1	-0.6
C=CCSc1nnc(-c2ccccc2N=Cc2c(C)[nH]n(-c3ccccc3)c2=O)c(=O)[nH]1	8.0	3.3	0.6	-4.5	2.1	-7.7	0.7	-0.6	-1.9
COc1ccc(C(CC(=O)N2CCN(c3ccccc3)CC2)c2c(OC)cc(OC)c3c(-c4ccccc4)cc(=O)oc23)cc1 (stereo not given)	19.9	23.7	-3.0	-4.9	11.2	.	.	0.7	-1.0
O=C(O)c1ccc2c3c(cccc13)C(=O)N(c1ccccc1)C2=O	5.0	18.9	-0.7	119.9	22.9	-3.3	0.9	0.5	-0.8
CCN(CC)c1nc(OCCNC(=O)Nc2ccccc2)nc(N(CC)CC)n1	14.3	1.7	-5.3	-8.0	37.9	0.5	-1.7	0.7	2.2
O=C1CCN(S(=O)(=O)c2ccc(Cl)cc2)N1	8.0	0.7	-1.4	3.1	20.7	-7.2	1.8	-0.3	-1.6
COc1ccc(NC(=S)NNC(=O)c2nnn(-c3ccccc3)c2C)cc1	6.5	6.0	4.9	3.3	7.0	-1.2	0.6	0.9	0.0
Cc1sc2ncnc(SCC(=O)N3CCC(c4noc5ccc(F)cc45)CC3)c2c1C	.	-2.4	0.8	-4.3	-16.4	6.8	1.9	-0.1	1.4
O=C(CSCCc1ccccn1)Nc1cccnc1	5.4	4.5	0.6	-5.9	8.2	0.9	1.2	1.3	0.4
c1ccc2c(c1)CCN(Cc1nnnn1Cc1ccc3c(c1)OCO3)C2	5.6	-3.3	-0.6	3.1	12.3	4.0	-0.6	-0.6	-1.5
COc1ccc(NC(=O)C2(c3cccs3)CCOCC2)cc1	2.9	19.0	0.6	-1.2	28.9	-3.2	1.5	4.1	0.7
CC(=O)c1cccc(NC(=O)C2CC(=O)N(c3cccc(C)c3C)C2)c1 (stereo not given)	4.5	-0.7	-3.2	2.8	-12.8	-4.4	-0.5	0.2	0.6
COc1ccc(C2NCCC3(O)CCCCC23)c(OC)c1OC (stereo not given)	7.2	1.0	0.3	2.8	7.1	-5.8	0.5	0.0	-2.2
COc1cc(NC(=O)CSc2nc3ccccc3cc2Cc2ccccc2)cc(OC)c1	7.4	0.0	-0.5	5.2	32.9	-7.0	0.4	0.3	0.3
Cc1cc(C)c(C)c(S(=O)(=O)NCC(=O)Nc2sc3c(c2C(N)=O)CCCC3)c1C	8.4	4.2	2.3	-4.7	31.9	-8.6	-1.4	0.7	-0.1
COc1ccccc1C(=O)Nc1ccc2c(c1)nc(CN1CCCCC1)n2C	5.3	22.8	0.1	-1.5	-27.3	-4.7	-0.6	4.5	2.2
CCOC(=O)/C(=N\Nc1ccccc1[N+](=O)[O-])c1csc(Nc2ccccc2)n1	5.5	24.5	-6.9	-9.8	21.6	4.9	0.8	12.2	-0.2
CCn1c(SCC(=O)N2CCCCC2)nc(O)cc1=O	11.6	-0.5	.	3.2	-7.1	-10.5	1.3	-0.2	-1.8
Cn1c(=O)n(Cc2ccccc2)c(=O)c2c1nc1n2CCCN1CCc1ccccc1	4.1	-1.0	-2.3	1.3	31.9	-2.5	-2.8	-0.3	-1.4
CC(C)COc1ccc(-c2nnc(-c3ccncc3)o2)cc1	15.0	3.9	-7.9	-5.2	-19.6	0.6	-0.6	0.0	-7.5
CCC(=O)NCCc1nc2cc(NC(=O)c3ccc(OC)cc3)ccc2n1C	15.1	-22.5	-2.6	-2.0	-3.0	-0.2	-0.7	-0.7	2.9
Cc1ccc(Cn2ccc(NC(=O)c3nn(C)cc3Cl)n2)cc1	9.9	0.9	1.7	-2.7	-12.9	-1.6	-0.2	0.4	-1.3
O=C(CSc1nnc(Cc2cccs2)n1CCc1ccccc1)N1CCCc2ccccc21	14.8	-1.7	0.1	-8.7	-37.1	-9.1	-1.6	0.0	-7.7
COC(=O)c1ccccc1Nc1ccccc1	9.2	1.5	-1.1	1.6	63.8*	-3.7	1.8	0.2	-3.8
O=C(CCSc1ccccc1)Nc1ncccn1	8.9	7.5	0.5	-1.9	12.6	-10.6	-0.1	-0.6	-1.8
CCOC(=O)N1CCN(C(=O)COc2ccc([N+](=O)[O-])cc2)CC1	10.6	16.1	-0.4	-2.1	-20.4	-6.3	1.6	9.1	1.2
Cc1nn(C)c(C)c1S(=O)(=O)N1CCCC(C(=O)NC2CCCCC2)C1 (stereo not given)	8.9	-0.1	-1.4	-25.4	10.4	-11.8	-0.1	0.7	-3.0
O=C(CN1CCN(c2ccccn2)CC1)NCc1cccs1	7.6	2.9	2.0	-2.1	4.4	2.1	0.2	0.9	0.1
COc1ccccc1N1CCN(C(c2ccccc2Cl)c2nnnn2C(C)(C)C)CC1 (stereo not given)	12.3	-2.6	-1.7	2.2	24.2	1.9	0.4	-0.1	0.1
O=C(NNC(=O)c1cc2cc(Br)ccc2oc1=O)c1ccc(O)cc1O	5.0	35.5	-7.5	-18.9	-15.3	-4.5	1.0	2.5	0.4
O=C(CCCOc1ccc(Cl)cc1Cl)NNC(=O)C1CCC1	10.0	-23.0	-1.2	-0.6	-25.5	-3.2	0.5	1.8	4.0
COc1cc2c(cc1NC(=S)Nc1cccc3ccccc13)oc1ccccc12	42.5*	1.2	8.0	2.6	-27.9	1.2	-1.0	0.7	-2.5
COC(=O)C(NC(=O)CCc1c(C)nc2ncnn2c1C)C(C)C (stereo not given)	14.7	-0.1	-0.9	-3.5	2.4	2.6	0.7	0.2	0.0
O=C(COc1ccc(S(=O)(=O)NC2CCCCC2)cc1)NC1CCCC1	2.4	-16.8	-1.4	0.4	-28.3	2.8	-1.2	-0.8	0.4
CCCCC#Cc1cncc(C(=O)NN)c1	3.1	9.2	0.4	-2.8	-31.4	0.1	1.4	-0.3	-0.1
O=C(NNC(=O)c1ccccc1-n1cccc1)c1ccccc1	4.1	-0.4	0.8	2.2	2.9	-9.7	1.4	0.0	-2.2
COc1ccccc1/C=C/C(=O)OCCCN(C)C	7.8	-0.8	-0.3	4.2	10.4	-9.5	1.1	0.7	1.2
CC(C)CCN(C)c1ccc(/C=N/n2cnnc2)cc1	12.4	28.5	0.4	7.5	17.5	0.6	-0.5	-0.5	-1.4
c1ccc(CN2CCN(c3nc(-c4ccccc4)nc4ccccc34)CC2)cc1	.	-22.8	0.5	-6.1	37.9	-3.6	-0.9	-0.2	2.9
COCC(=O)Nc1nc2n(n1)C(c1ccc(Cl)cc1)CC(c1ccc(OC)cc1)N2 (stereo not given)	13.1	16.6	-24.5	-106.5	11.6	-4.1	-0.2	0.0	0.9
COc1ccccc1NC(=O)Cc1nc(CCl)cs1	6.0	1.7	1.4	-0.3	-2.3	3.3	0.8	-0.7	-6.1
Cc1c(Cl)cccc1N1CC(C)(C)C1=O	10.5	12.1	13.7	-1.2	25.8	-6.2	0.8	2.8	1.0
COc1ccc(OC)c(NC(=O)NC2(C(F)(F)F)Oc3ccccc3O2)c1	11.4	1.8	8.9	6.1	-1.0	-3.8	0.5	7.4	-10.8
FC(F)(F)c1cnc(-n2cc[nH]c2=S)c(Cl)c1	6.6	-1.6	4.0	2.1	6.6	1.7	-0.2	0.1	0.0
COc1cccc(NC=C2C(=O)OC3(CCCCC3)OC2=O)c1	2.4	-7.1	0.2	2.8	-20.0	2.8	-0.4	-1.6	-2.0
O=C(O)Cc1c[nH]c2cccc(O)c12	16.9	30.1	22.8	38.0	13.5	-1.6	0.2	-0.1	-0.5
CC(=O)Nc1cccc(C(=O)Nc2cccnc2)c1	2.6	13.9	0.4	2.2	-9.6	-2.3	1.1	2.0	-0.9
CCCC(C)NC(=O)c1ccc(-c2ccccc2)cc1 (stereo not given)	6.0	7.4	0.5	-1.0	-36.8	-3.8	0.7	3.4	2.9
CN(CC(=O)Nc1ccc(Cl)cc1)C(=O)c1cccc(S(=O)(=O)N(C)C)c1	1.6	0.2	-0.6	0.6	15.8	-4.7	0.1	1.3	2.5
COc1ccc(N2C(=O)[C@@H]3[C@H](C2=O)[C@H]2C=CC=NN2[C@@H]3C(=O)Nc2ccc(Cl)cc2)cc1	12.1	10.6	2.4	-3.6	-4.6	-4.8	0.7	0.1	-6.0
COCCNS(=O)(=O)c1cc(F)ccc1OC	10.7	0.1	0.1	3.9	31.8	-4.4	0.5	-0.3	-1.4
CCCCNC(=O)CN1C(=O)NC(CCc2ccccc2)C1=O (stereo not given)	7.7	-23.8	-0.4	-0.4	12.4	-5.1	0.2	4.1	0.4

High-throughput results from PubChem BioAssay.

The list is partial. The share of hits here may be higher or lower than overall.
